Assay outcomes (PubChem)
Chronic BCR inh – inhibitors of chronic active B-cell receptor signaling | AID 493014 | ABC-DLBCL IkBa-CBG/CBR reporter, luminescence ratio, 4 h | Potency, µM (series often up to 46.1 µM), for the others: at the highest dose ratio change, negative = lower green/red ratio, hits mostly inhibitors | actives 0.05% (n = 340,000); active = well fitted inhibition curve with a large enough effect in the signal ratio, with a control signal flat, not every such curve was filed as active; inconclusive = small, poorly fitted or top-dose-only effect, or effect the other way, or a change in a side signal; the % refers to the signal ratio;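 note: potency is the fitted concentration of half-maximal effect; plate controls were basal doxycycline-induced cells for no effect and cells given 10 µM MG132 for full effect; MG132 reads +100%, hits lower the ratio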
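Cell line TMD8 (human ABC DLBCL), stably expressing tet-inducible CBG68-IkBa fusion and CBR; IMDM/0.5% FBS; cpd up to 46 uM; dox induction, 4 h, 37C/5% CO2; dual luminescence; green/red ratio; MG132 control.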
TSHR antagonist – antagonists of human thyroid stimulating hormone receptor. P16473. activity change, negative = inhibition, % at 11.5 µM. TSHR-expressing cells, TSH-stimulated cAMP HTRF, 2 h; stronger effect = lower value. actives 0.2% (n = 330,000). AID 504810;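 active = activity change below a set negative limit, meaning inhibition stronger than a set level, cut at about -70% in these data; inconclusive = activity change between two set negative limits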; note: % is set by controls: 0 for no effect and ±100 for the full control effect
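TSHR-expressing cells, 200/well, pre-treated with compound, then stimulated with EC80 TSH (4nM final) for 2 hours at 37 deg C. cAMP measured by competitive HTRF: anti-cAMP cryptate antibody in lysis buffer plus cAMP-d2, read after 30 minutes at room temperature.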
FBPA coupling cs – coupling enzyme interference in Giardia aldolase counter-screen. coupling enzyme system counterscreen, AmpLite Red fluorescence. AID 2472. actives 0.67% (n = 290,000). activity change, negative = inhibition, % at 58.2 µM, hits read low; in the data active = activity change below about -30%; note: % is set by controls: 0 for no effect and ±100 for the full control effect
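Compounds tested against the coupling enzymes alone at 57.5 uM final; readout was AmpLite Red fluorescence (525/598 nm) after 20 min at RT.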
A-T KAP1 phos – potential ataxia-telangiectasia treatments restoring KAP-1 phosphorylation | […] A-T fibroblasts, KAP-1 phosphorylation AlphaLISA; neocarzinostatin DNA damage 30 min before lysis | Potency, µM (doses to about 57.5 µM), without a hit: top-dose activation, most hits filed as activators | actives 0.19% (n = 320,000) | AID 485349; note: potency is the fitted concentration of half-maximal effect; % of control where 0% means no effect; nearly all actives have a fitted effect of over 45% in size
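hTERT-immortalized A-T patient fibroblasts ([…]), 500 cells/well in OPTI-MEM, 1% FBS, got compounds for 60 min, then NCS for 30 min at 37C. Lysates were then assayed for phospho-KAP-1 by AlphaLISA (anti-pKAP1 donor, anti-KAP1 acceptor beads), 6 hr at 25C.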
GALK inhibitor – blocks human galactokinase activity; P51570; Purified GALK, Kinase-Glo residual ATP luminescence; Potency, µM (top dose mostly 57.5 µM), without a hit: at the top dose activity change, negative = inhibition, usual class: inhibitors; actives 0.007% (n = 270,000); AID 1868; note: potency is the fitted concentration of half-maximal effect; % is set by controls: 0 for no effect and ±100 for the full control effect
Target sequence (P51570 whole entry, looked up): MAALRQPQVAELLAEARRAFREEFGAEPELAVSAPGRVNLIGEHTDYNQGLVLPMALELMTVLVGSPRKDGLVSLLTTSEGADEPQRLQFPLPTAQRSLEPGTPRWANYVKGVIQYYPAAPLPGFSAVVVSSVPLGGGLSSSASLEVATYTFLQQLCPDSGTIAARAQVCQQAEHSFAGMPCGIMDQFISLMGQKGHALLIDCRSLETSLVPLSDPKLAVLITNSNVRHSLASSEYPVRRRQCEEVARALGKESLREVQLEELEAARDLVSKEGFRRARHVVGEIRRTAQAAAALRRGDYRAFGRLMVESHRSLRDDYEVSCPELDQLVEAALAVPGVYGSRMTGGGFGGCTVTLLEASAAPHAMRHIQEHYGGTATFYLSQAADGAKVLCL
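Compounds were pin-transferred into ATP buffer (35 uM final), then GALK plus galactose (5 nM, 100 uM final) was added. After 1 h at room temperature, Kinase-Glo Plus was added and luminescence read after 10 min.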
TCR activator – activators of T cell receptors | primary human leukocytes, anti-CD3, IL-2 HTRF, 48 h | Potency, µM (highest dose often 9.22 µM), for inactives: at the highest dose activation of IL-2 secretion, usual class: activators | 330,000 tested, under 10 active; note: % of control where 0% means no effect
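1) Mix primary human leukocytes, a-CD3 beads and compound. 2) Incubate 48 hr. 3) Add HTRF IL-2 reagents (a-IL-2-K, a-IL-2-d2).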
Tb PFK block – T. brucei PFK enzyme inhibition; O15648; T. brucei PFK, ADP-Glo luminescence; Potency, µM (titrated, usually from 57.5 µM), inactives show at the top dose activity, negative = inhibition, most hits filed as inhibitors; actives 0.17% (n = 330,000);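 note: potency is the fitted concentration of half-maximal effect; 0% = uninhibited 1x PFK enzyme wells and -100% = no-enzyme wells; nearly all actives have a fitted effect of over 60% in size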
Target sequence (O15648 whole entry, looked up): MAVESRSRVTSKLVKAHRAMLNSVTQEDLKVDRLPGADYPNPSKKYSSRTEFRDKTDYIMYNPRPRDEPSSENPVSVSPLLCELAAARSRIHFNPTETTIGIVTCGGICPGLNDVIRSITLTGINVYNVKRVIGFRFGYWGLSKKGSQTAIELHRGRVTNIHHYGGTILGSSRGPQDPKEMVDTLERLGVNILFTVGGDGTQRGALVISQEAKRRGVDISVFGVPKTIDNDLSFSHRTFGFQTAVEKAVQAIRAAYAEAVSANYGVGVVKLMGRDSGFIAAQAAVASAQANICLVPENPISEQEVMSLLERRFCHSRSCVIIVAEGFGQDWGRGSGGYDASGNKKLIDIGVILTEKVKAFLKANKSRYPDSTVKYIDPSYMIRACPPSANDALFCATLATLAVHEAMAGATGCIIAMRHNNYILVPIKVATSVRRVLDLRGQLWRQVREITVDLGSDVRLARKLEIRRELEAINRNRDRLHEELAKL
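Compounds were pin-transferred as a titration series up to 57 uM into substrate buffer (0.5 mM F6P, 0.1 mM ATP, pH 8.0), then 1.25 nM PFK was added and reactions ran 45 min before ADP-Glo detection.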
Giardia kill – Giardia lamblia killing. Giardia lamblia trophozoite viability. activity change, % at 7.66 µM, hits read low. actives 0.15% (n = 340,000). AID 540267; in the data active = activity change below about -80%; inconclusive = between about -30% and that limit;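 note: parasites exposed to compound for two days anaerobically before the ATP read; % is set by controls: 0 for no effect and ±100 for the full control effect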
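Compounds were tested on trophozoites seeded at 100 cells/well and held 48 hrs at 37 deg C anaerobically. An ATP-based luminescent kit measured the remaining live cells.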
hERG WT inh – inhibitors of human wildtype KCNH2 potassium channel. Q12809. activity change, % at 1.84 µM. U2OS, BacMam KCNH2, thallium flux FluxOr; stronger effect = lower value. actives 0.37% (n = 340,000). AID 720551;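 active = maximum activity change below -70%; inconclusive = maximum activity change between -70% and -50%; inactive = maximum activity change above -50%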; note: % is set by controls: 0 for no effect and ±100 for the full control effect
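U2OS cells transduced with wild-type KCNH2 virus are loaded with FluxOr dye for 45 min, and thallium flux is measured in kinetic reads before and after stimulation buffer. Rate constants are normalized to DMSO controls.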
CXXC DNA block – inhibitors of human MLL CXXC domain-DNA interaction. Q03164. MLL-CXXC / FITC-HOXA9 DNA fluorescence polarization. Potency, µM (titrated, usually from 115 µM), without a hit: at the top dose activity change, negative = inhibition, actives largely listed as inhibitors. actives 0.037% (n = 290,000). AID 2662; active = well fitted inhibition curve with a large enough effect in the polarisation, with a control signal flat, not every such curve was filed as active; inconclusive = small, poorly fitted or top-dose-only effect, or effect the other way, or a change in a side signal; inactive = no such curve, though single readings can be large or run the other way; the % refers to the polarisation; note: potency is the fitted concentration of half-maximal effect
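Steps: dispense CXXC domain solution (7 uM) → pin compounds or unlabeled HOX-A9 DNA control → 5 min ambient → add FLSN-HOX-A9 solution (50 nM) → spin → 30 min ambient → fluorescence polarization. Tris pH 7.5/NaCl/DTT/BSA buffer.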
Numbers without * were called inactive; ? = inconclusive; . = no result given; & = joins results of further samples; [ ] = another dose, or the depositor's remark. Unless noted, calls come from the whole dose curve; as a rule, active = well fitted curve in the direction sought with a large enough effect; inconclusive = small, poorly fitted or top-dose-only effect, or another doubt; inactive = no such curve, though single readings can be large; an effect the other way counts as inactive or inconclusive.

SMILES | Chronic BCR inh | TSHR antagonist | FBPA coupling cs | A-T KAP1 phos | GALK inhibitor | TCR activator | Tb PFK block | Giardia kill | hERG WT inh | CXXC DNA block
N/C(=N\OC(=O)c1cccc2ccccc12)c1ccc(Br)cc1 | 6% | 10 | -1 | ? | 3% | 0%[46.1 µM] | -8% | -1 | -5 | ?
C=CCc1ccccc1OCCn1nnc2ccccc21 | -5% | -22 | -1 | 0% | 3% | -3% | -6% | 52[activator] | -6 | -7%
CCCOc1ccc(/C(O)=C2/C(=O)C(=O)N(CCOC)C2c2cccnc2)cc1 (stereo not drawn) | 4% | 126 | 10 | . | -2% | . | -1% | . | . | 0%
CC(C)(C)n1nnnc1C(c1cc2cc3c(cc2[nH]c1=O)OCCO3)N1CCSCC1 (stereo not drawn) | 0% | -2 | 5 | 10% | 1% | 2% | 2% | 4 | -5 | -5%
O=[N+]([O-])c1cc2c(cc1CN1CCN(c3ccccc3)CC1)OCO2 | -1% | -3 | -1 | -1% | -1% | -1% | 1% | 9 | 5 | 1%
O=C(/C=C/c1ccccc1Cl)NCc1ccco1 | 11% | 0 | 0 | -9% | 2% | 1% | -4% | -6 | -7 | -9%
CCOC(=O)Cc1csc(NC(=O)CSc2nnc(-c3ccc(C)cc3)o2)n1 | ? | -16 | 1 | 9% | 2% | 1% | 0% | -22 | 3 | -2%
Cc1ccc(C(=O)N/C(=C\c2ccc(F)cc2)C(=O)NCCN2CCOCC2)cc1 | -3% | 1 | 1 | 9% | 7% | -2% | -2% | -25 | -29 | 16%
O=C(O)Cc1cc2c(s1)CCCCC2 | 0% | -14 | -2 | -1% | -2% | 21% | 0% | -3 | 5 | 0%
O=C(O)CCCN=CC1=C(O)C(C(=O)c2ccccc2)CCC1=O (stereo not drawn) | 7% | 2 | -1 | -4% | -1% | -3%[46.1 µM] | 3% | 17 | -5 | 5%
Nc1ccccc1-c1nnc(-c2ccccc2N)n1N | -5% | -5 | 0 | -3% | -1% | -2% | -1% | 34[activator] | 3 | 6%
O=C1NC(=Nc2ccccc2)S/C1=C/c1cccnc1 | ? | -12 | 1 | 6% | -1% | -10% | -1% | -17 | -3 | 7%
CC(C)Cc1ccc(CN2CCCC(NC(=O)c3ccoc3)C2)cc1 (stereo not drawn) | -12% | 1 | . | -4% | -7% | 15% | 4% | -17 | 5 | 1%
CC(C)(C)c1ccc(C(=O)C=[N+]=[N-])cc1 | ? | 10 | 1 | 0% | -5% | 1% | 0% | -13 | 13 | -7%
O=C(Cn1c(=O)oc2cc(S(=O)(=O)NCc3ccccc3)ccc21)N1CCCC1 | 4% | -3 | 2 | -1% | 0% | -4% | 0% | 11 | -2 | 4%
Cc1cccc(CCNS(=O)(=O)c2ccc3c(c2)NC(=O)CS3)c1 | -7% | 7 | . | 3% | 4% | -4% | 2% | -11 | -1 | 32%[activator]
CCn1c(SCc2ccc(F)cc2)nnc1C1CCN(S(=O)(=O)c2ccc(OC)cc2)CC1 | 0% | -2 | -1 | 2% | -2% | 0% | -1% | 18 | 2 | 0%
O=C(c1ccc(F)cc1)c1cnc(Nc2ccccc2)s1 | ? | -7 | 0 | -1% | -1% | 6% | -9% | -18 | -13 | 0%
Cc1cccc(NC(=O)NC(C)C(c2ccccc2)N2CCN(C)CC2)c1 (stereo not drawn) | 1% | 16 | -3 | -4% | 7% | 4% | 0% | 23 | 26 | 4%
CCOc1cc(/C=N/NC(=O)CSc2nnc(C)s2)ccc1OCc1ccccc1Cl | ? | -17 | 0 | -7% | 2% | 7%[46.1 µM] | -8% | 15 | -8 | 2%
O=C(NCc1ccccn1)Nc1cccc(Cl)c1 | 6% | 3 | 1 | 7% | 0% | 0% | -3% | -6 | -12 | 4%
O=C1/C(=C/c2cccnc2)CCC/C1=C\c1cccnc1 | ? | 1 | 6 | ? | . | -1% | 1% | ? | 5 | 7%
O=C(Nc1cccc(C(F)(F)F)c1)C(SCCO)c1ccccc1 (stereo not drawn) | 16% | 9 | 0 | 4% | 0% | -7%[46.1 µM] | -8% | -11 | -28 | 5%
COC(=O)[C@@]1(C)[C@H]2C(=O)N(C)C(=O)[C@H]2[C@H]2CN(C)C(=NC3CCCCC3)N21 | 0% | 9 | . | -14% | . | -5%[46.1 µM] | 0% | 30 | -1 | .
CCCCCCCC(=O)OCC(O)CO (stereo not drawn) | -1% | 16 | 3&-1 | 8% | 4% | 0% | -9% | -11 | -11 | 5%&0%

3 compounds drawn at random from the list so far:
SMILES | Chronic BCR inh | TSHR antagonist | FBPA coupling cs | A-T KAP1 phos | GALK inhibitor | TCR activator | Tb PFK block | Giardia kill | hERG WT inh | CXXC DNA block
CC(C)Cc1ccc(CN2CCCC(NC(=O)c3ccoc3)C2)cc1 (stereo not drawn) | -12% | 1 | . | -4% | -7% | 15% | 4% | -17 | 5 | 1%
CC(C)(C)n1nnnc1C(c1cc2cc3c(cc2[nH]c1=O)OCCO3)N1CCSCC1 (stereo not drawn) | 0% | -2 | 5 | 10% | 1% | 2% | 2% | 4 | -5 | -5%
O=[N+]([O-])c1cc2c(cc1CN1CCN(c3ccccc3)CC1)OCO2 | -1% | -3 | -1 | -1% | -1% | -1% | 1% | 9 | 5 | 1%

Going on with the list:
SMILES | Chronic BCR inh | TSHR antagonist | FBPA coupling cs | A-T KAP1 phos | GALK inhibitor | TCR activator | Tb PFK block | Giardia kill | hERG WT inh | CXXC DNA block
Nc1c(C(=O)NC2CCCCC2)nsc1C(=O)OCC(=O)NC1CCCCC1 | ? | -12 | 2 | 8% | 0% | . | 0% | 10 | -1 | 5%
Cc1ccc(C)c(NC(=O)c2nnn(Cc3ccccc3C)c2N)c1 | ? | 1 | 0 | -2% | 3% | -4% | -3%[0.46 µM] | 0 | -5 | -4%
COc1cnc(SCCC(F)=C(F)F)[nH]c1=O | 11% | -5 | -5 | 0% | 5% | -3% | 1% | -12 | -4 | -5%
O=C(COc1cccc(F)c1)N1c2ccccc2Sc2ccccc21 | -8% | -8 | 2 | 6% | 3% | 2%[46.1 µM] | 4% | -4 | 15 | 6%
O=C(O)c1[nH]c2ccc(Cl)cc2c1CCN1C(=O)c2ccccc2C1=O | ? | -1 | 2 | 1% | 2% | 2% | -2% | -1 | -8 | 2%
O=C(NC1CC1)C1=C[C@H](c2ccc3c(c2)OCO3)C[C@H](OCc2ccc(CO)cc2)O1 | -12% | -4 | 0 | 3% | 6% | 3% | 0% | -2 | 6 | 1%
COC(=O)c1ccc2[nH]c(C(C)(C)O)c(C)c2c1 | 3% | 4 | -1 | 3% | . | 1% | 3% | 18 | -4 | 1%
CSc1cc(-c2ccccc2)n(Cc2ccc(Cl)cc2Cl)c(=O)c1C#N | ? | 28 | 4 | 0% | 0% | 1% | 2% | -6 | -3 | 11%
COc1ccccc1C1CCN(Cc2ccccc2Cl)CC1 | 6% | 1 | -1 | 4% | 3% | 1% | 2% | -16 | 11 | ?
CCc1ccc(Nc2n[n+](C)c(-c3ccc(C(=O)O)cc3)s2)cc1 | 2% | -4 | -1 | 14% | -8% | . | 3% | . | . | -9%
O=C(CSc1ncccn1)Nc1cc(Cl)ccc1[N+](=O)[O-] | 7% | -8 | 0 | -16% | 0% | 4% | 4% | 10 | 2 | 4%
C=CCNC(=O)CSc1nc2cc(C(=O)OCC)ccc2n1CC | 8% | 24 | 1 | -37%[inhibitor] | 1% | 0% | -1% | 2 | 15 | -14%
O=C(CN1CCN(C(=O)c2cncn2-c2ccc(F)cc2)CC1)Nc1ccccc1C(F)(F)F | -8% | -3 | . | 4% | . | -10% | 0% | 12 | 13 | .
Fc1ccc(-c2csc(-c3ccccn3)n2)cc1F | ? | 25 | -1 | 17% | -2% | -3% | -23% | 5 | 16 | 10%
O=C(CSc1nc(-c2ccccc2)cs1)NCCN1C(=O)CSC1=O | ? | -10 | -1 | -8% | -3% | . | -16% | 5 | -2 | 2%
CN(c1ccc(OCC(=O)NC2=NCCS2)cc1)S(=O)(=O)c1ccc(F)cc1 | -3% | 10 | 3 | -4% | -1% | 0% | 3% | 3 | -9 | -1%

2 entries from above in another layout:
Every second line gives: Chronic BCR inh	TSHR antagonist	FBPA coupling cs	A-T KAP1 phos	GALK inhibitor	TCR activator	Tb PFK block	Giardia kill	hERG WT inh	CXXC DNA block
- COC(=O)c1ccc2[nH]c(C(C)(C)O)c(C)c2c1
    3%	4	-1	3%	.	1%	3%	18	-4	1%
- CSc1cc(-c2ccccc2)n(Cc2ccc(Cl)cc2Cl)c(=O)c1C#N
    ?	28	4	0%	0%	1%	2%	-6	-3	11%
